Source: PubChem BioAssay (National Center for Advancing Translational Sciences (NCATS))
S-ASM inh: human S-ASM enzyme inhibition; AID 504937; actives 0.006% (n = 340,000); Potency, µM (doses to about 57.5 µM), for inactives: top-dose activity change, negative = inhibition, hits mostly inhibitors; placental ASM, HMU-PC fluorogenic substrate, 60 min; P17405; note: potency is the fitted concentration of half-maximal effect
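Steps: dispense placental human ASM, pin compound, wait 10 min at room temperature, add HMU-PC0 substrate at 9 uM final, incubate 60 min at 37 °C, add stop solution raising pH to 10, read fluorescence.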
GALK inh: blocks human galactokinase activity. P51570. Purified GALK, Kinase-Glo residual ATP luminescence. Potency, µM (doses to about 57.5 µM), for the others: top-dose activity change, negative = inhibition, usual class: inhibitors. actives 0.007% (n = 270,000); note: potency is the fitted concentration of half-maximal effect; % is set by controls: 0 for no effect and ±100 for the full control effect
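ATP-depletion format; final 35 uM ATP, 100 uM D-galactose, 5 nM enzyme; pH 8.0 HEPES/Mg2+ buffer; 60 min RT; luminescence read 10 min after detection reagent.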
MBNL1 CUG block: inhibitors of human MBNL1 binding to CUG repeat RNA; actives 0.036% (n = 280,000); Potency, µM (highest dose often 57.5 µM), for the others: top-dose activity change, negative = inhibition, usual class: inhibitors; AID 2675; TR-FRET MBNL1-His/biotin-(CUG)12 binding, 665/545 ratio; active = well fitted inhibition curve with a large enough effect in the signal ratio, with a control signal flat, not every such curve was filed as active; inconclusive = small, poorly fitted or top-dose-only effect, or effect the other way, or a change in a side signal; inactive = no such curve, though single readings can be large or run the other way; the % refers to the signal ratio; note: potency is the fitted concentration of half-maximal effect; % is set by controls: 0 for no effect and ±100 for the full control effect
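Compounds (final 92 nM to 58 uM) are added to His-tagged MBNL1 and biotin-(CUG)12, then terbium anti-His antibody and streptavidin-XL665 (5 nM final). After 60 min at room temperature, the 665/545 nm ratio is read.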
A-T KAP1 phos: potential ataxia-telangiectasia treatment; […] A-T fibroblasts, KAP-1 phosphorylation AlphaLISA; neocarzinostatin DNA damage 30 min before lysis; actives 0.19% (n = 320,000); Potency, µM (highest dose often 57.5 µM), for inactives: top-dose activation, most hits filed as activators; note: potency is the fitted concentration of half-maximal effect; % of control where 0% means no effect; nearly all actives have a fitted effect of over 45% in size
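hTERT-immortalized A-T patient fibroblasts ([…]), 500 cells/well in OPTI-MEM, 1% FBS, got compounds for 60 min, then NCS for 30 min at 37C. Lysates were then assayed for phospho-KAP-1 by AlphaLISA (anti-pKAP1 donor, anti-KAP1 acceptor beads), 6 hr at 25C.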
KCNH2 3.1 block: inhibitors of human KCNH2 3.1 potassium channel isoform. AID 720553. U2OS KCNH2 3.1, thallium flux FluxOr; active compounds read low. activity change, % (tested at about 1.8 µM). actives 0.95% (n = 340,000);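 active = maximum activity change below -70%; inconclusive = maximum activity change from -70% to -50%; inactive = maximum activity change above -50%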;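 note: thallium influx rate constant from kinetic fluorescence after stimulation buffer; % is set by controls: 0 for no effect and ±100 for the full control effect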
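Steps: virus added to U2OS suspension (4 h, RT, dark); medium with 10% FBS added, cells plated, 37 C overnight; FluxOr/Red40 loading buffer 45 min RT; stimulation buffer, 2 min kinetic read; rate constant normalized.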
KCNH2 WT inh: inhibitors of human wildtype KCNH2 potassium channel | U2OS, BacMam KCNH2, thallium flux FluxOr; active compounds read low | activity change, % at 1.84 µM | actives 0.37% (n = 340,000) | AID 720551;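 active = maximum activity change below -70%; inconclusive = maximum activity change between -70% and -50%; inactive = maximum activity change above -50%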; note: % is set by controls: 0 for no effect and ±100 for the full control effect
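U2OS cells transduced with wild-type KCNH2 virus are loaded with FluxOr dye for 45 min, and thallium flux is measured in kinetic reads before and after stimulation buffer. Rate constants are normalized to DMSO controls.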
TRPV1 agonist: agonists of human vanilloid receptor 1 (TRPV1); Q8NER1; TRPV1-expressing cells, Fluo-8 calcium influx, agonist mode; activation, % at 8.33 µM; actives 0.19% (n = 320,000); AID 540275; in the data active = activation above about 80%; inconclusive = between about 30% and that limit; note: 0% is about no effect
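TRPV1-expressing cells were cultured overnight at 35.5C and loaded with Fluo-8 calcium dye for 40 to 90 min at room temperature. After a 10 s baseline, compound was added and calcium influx was read kinetically for 3 min (ex 480/em 520 nm).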
MLL CXXC-DNA inh: MLL CXXC-DNA interaction inhibition | MLL-CXXC / FITC-HOXA9 DNA fluorescence polarization | Potency, µM (titrated, usually from 115 µM), for inactives: at the top dose activity change, negative = inhibition, hits mostly inhibitors | actives 0.037% (n = 290,000) | AID 2662; active = well fitted inhibition curve with a large enough effect in the polarisation, with a control signal flat, not every such curve was filed as active; inconclusive = small, poorly fitted or top-dose-only effect, or effect the other way, or a change in a side signal; inactive = no such curve, though single readings can be large or run the other way; the % refers to the polarisation; note: potency is the fitted concentration of half-maximal effect
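Steps: dispense CXXC domain solution (7 uM) → pin compounds or unlabeled HOX-A9 DNA control → 5 min ambient → add FLSN-HOX-A9 solution (50 nM) → spin → 30 min ambient → fluorescence polarization. Tris pH 7.5/NaCl/DTT/BSA buffer.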
Integrin act MD: integrin-mediated muscular dystrophy alleviation activation | alpha7betagal myoblasts, beta-gal FDG fluorescence, 48 h | Potency, µM (doses to about 38.3 µM), for inactives: at the highest dose activation, usual class: activators | actives 0.064% (n = 350,000);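 note: potency is the fitted concentration of half-maximal effect; 100% = response of the positive control SU9516; nearly all actives have a fitted effect of over 60% in size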
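Alpha7betagal+/- myoblasts (passage 13) were plated 16-24 hr, then exposed to compounds (1:260 dilution of DMSO stock) for 48 hours at 37C. After MPER lysis, β-galactosidase reporter activity was read as FDG fluorescence (ex 480/em 540) after 30 minutes.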
FBPA coupling cs: coupling enzyme interference in Giardia aldolase counter-screen. AID 2472. actives 0.67% (n = 290,000). activity change, negative = inhibition, % at 58.2 µM, hits read low. coupling enzyme system counterscreen, AmpLite Red fluorescence; in the data active = activity change below about -30%; note: % is set by controls: 0 for no effect and ±100 for the full control effect
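Counterscreen of the coupled detection system alone, without aldolase: glyceraldehyde-3-phosphate coupling enzymes plus AmpLite Red readout. Compounds at 57.5 uM final, 10 min RT preincubation, 20 min RT reaction, fluorescence 525/598 nm.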
* hit, by the source's call; ? = inconclusive; . = not tested or not shown; & = joins results of further samples; [ ] = another dose, or the depositor's remark. Unless noted, calls come from the whole dose curve; as a rule, active = well fitted curve in the direction sought with a large enough effect; inconclusive = small, poorly fitted or top-dose-only effect, or another doubt; inactive = no such curve, though single readings can be large; an effect the other way counts as inactive or inconclusive.

SMILES | S-ASM inh | GALK inh | MBNL1 CUG block | A-T KAP1 phos | KCNH2 3.1 block | KCNH2 WT inh | TRPV1 agonist | MLL CXXC-DNA inh | Integrin act MD | FBPA coupling cs
Cc1ccc(CSc2nnc(-c3ccccn3)n2N)cc1 | 4.5% | -0.5% | -2.0% | -2.5% | -3.7 | -17.5 | ? | -2.8% | -34.5% | 0.0
CCN(CC)C(=O)c1ccc(CS(=O)(=O)Cc2ccccc2)cc1 | -0.6% | -0.8% | -1.6% | -5.6% | 6.3 | -1.8 | 3.9 | -4.7% | -18.3% | 4.8
CCCn1c2ccccc2c2cnn(CC(=O)NCCCN3C(C)CCCC3C)c(=O)c21 (configuration not stated) | -7.7% | -9.7% | 2.1% | -4.3% | 5.8 | -8.7 | 2.1 | 55.0%[activator] | -80.2%[inhibitor] | .
CC(NS(=O)(=O)c1ccc(Cl)cc1)C(=O)OCC(=O)Nc1ccc(N(C)C)cc1 (configuration not stated) | . | . | . | -1.2% | 13.5 | -12.6 | 4.6 | . | -30.6% | .
CCC(C)C(=O)Nc1nnc(SCC(=O)Nc2ccc(F)cc2)s1 (configuration not stated) | 3.1% | -0.6% | 9.7% | -3.3% | 0.2 | . | -1.7 | -10.8% | -6.2% | -3.8
Cc1cccc(N2C(=O)CC(N3CCC(c4nc5ccccc5[nH]4)CC3)C2=O)c1 (configuration not stated) | 1.8% | -0.1% | -1.7% | 6.7% | 10.2 | 2.2 | -8.6 | 6.0% | 5.6% | 3.7
Cc1onc(-c2ccccc2)c1-c1csc(COc2ccccc2)n1 | -5.5% | 4.9% | . | 17.5% | -3.1 | -1.4 | 17.0 | -3.7% | -28.0% | -1.4
Nc1nc(-c2ccccc2)nn1S(=O)(=O)c1ccccc1 | -2.7% | -3.3% | -0.6% | -3.9% | 0.8 | -20.3 | 5.9 | -12.0% | 42.8% | -2.3
Cc1ccccc1OCC(=O)NCC(=O)N/N=C/c1cccc([N+](=O)[O-])c1 | . | 0.1% | -2.5% | 2.2% | . | . | -0.1 | 5.3% | . | -2.4
FC(F)(F)c1cnc(COc2cc(Cl)cc(Cl)c2)c(Cl)c1 | -1.5% | -1.7% | . | 23.2% | 1.7 | -2.5 | 3.3 | 8.1% | 18.1% | 1.2
O=C(CCc1ccccc1)N=C1SC2CS(=O)(=O)CC2N1Cc1ccccc1 (configuration not stated) | -2.3% | 7.2% | -7.0% | 1.3% | -15.6 | 17.2 | -0.2 | 4.5% | 13.9% | 0.6
CC(=O)Nc1ccc(NC(=O)CSc2ncnc3c2cnn3Cc2ccccc2)cc1 | -1.1% | -0.1% | -1.8% | -4.5% | -20.7 | -5.6 | 2.7 | -3.1% | -29.5% | 0.0
N/C(=N\c1nc2c(c(=O)[nH]1)CCCC2)Nc1ccc(Oc2ccccc2)cc1 | -14.4% | -0.9% | -0.2% | 6.7% | -16.1 | -2.2 | 0.4 | 2.3% | -11.2% | -0.3
O=C(c1ccc(S(=O)(=O)N2CCCC2)cc1)N(c1ccc(F)cc1)C1C=CS(=O)(=O)C1 (configuration not stated) | -3.9% | -1.3% | 0.5% | -0.2% | -1.2 | -1.6 | -0.3 | -1.1% | -13.8% | 1.3
COc1cc(C(=O)OCC(=O)N2CCCCC2C)ccc1OCc1c(C)noc1C (configuration not stated) | 9.3% | -2.3% | -4.4% | 1.2% | 15.0 | 9.5 | 1.3 | 4.7% | -5.2% | -0.7
O=C(Nc1ccc(C(=O)O)cc1)/C(=C\c1ccc2c(c1)OCO2)NC(=O)c1ccc(Br)o1 | -5.6% | -1.0% | ? | -2.7% | 21.0 | 0.2 | 2.3 | 0.7% | 18.1% | 0.0
CC(=O)Nc1ccc(C(=O)Nc2ccc(S(=O)(=O)Nc3nccc(C)n3)cc2)cc1 | 2.0% | 3.2% | -2.3% | 2.1% | -1.6 | -13.0 | 3.6 | -0.9% | -20.5% | -1.3
CC12CCC3C(CCC4CC(O)CCC43C)C1CC(O)C2 (configuration not stated) | -1.2% | . | . | . | -14.1 | -6.0 | . | . | 2.1% | .
O=C(COC(=O)c1ccccc1O)NC1CCCc2ccccc21 (configuration not stated) | 1.0% | . | . | -0.4% | -11.3 | 2.0 | . | . | 4.1% | .
COc1cccc(CC(=O)Nc2nccs2)c1 | 3.0% | 7.3% | -12.8% | 0.2% | -12.6 | -19.6 | 1.2 | 2.3% | -2.5%[7.66 µM] | -1.3
O=C(NCc1ccc(Cl)cc1)C1C2C=CC3(CN(Cc4cccnc4)C(=O)C13)O2 (configuration not stated) | -2.0% | 1.0% | 2.4% | 0.9% | -6.2 | 10.8 | -1.8 | -1.1% | 9.1% | 2.3
CC(/C=N/NC(=O)CSc1nnc(SCc2ccccc2)s1)=C\c1ccco1 | -12.2% | -0.5% | . | -3.1% | 7.2 | 16.2 | -1.9 | 14.9% | 0.6% | -23.2
O=C(c1ccc2c3c(cccc13)CC2)N1CCOCC1 | 2.4% | -1.1% | 9.6% | 1.5% | 0.4 | 2.4 | 1.0 | -1.4% | -8.6% | -6.3
COc1ccc(S(=O)(=O)N2CCC(NC(=O)c3cccnc3)CC2)cc1 | -0.8% | 0.3% | -1.2% | 9.1% | -0.7 | -4.1 | 3.5 | -14.5% | -16.0% | 2.7
CCOc1ccc(NC(=O)C(C)Oc2ccccc2C(=O)Nc2cccc(Cl)c2Cl)cc1 (configuration not stated) | -13.7% | -0.1% | -1.7% | 0.0% | -27.9 | -14.8 | 3.3 | 18.8% | 14.6% | 1.0
CSCC[C@H](NC(=O)OC(C)(C)C)C(=O)N1CCC(C(=O)NCC(=O)Nc2ccc(C)cc2)CC1 | -2.1% | 0.4% | 1.2% | 1.5% | -4.3 | -6.6 | -1.2 | 11.0% | 9.0% | -2.2
O=C(NC1CCCCCC1)c1cccc(COCC(F)(F)F)c1 | 2.1% | 2.5% | -12.4% | 2.1% | -16.1 | -6.9 | ? | 2.0% | 12.9% | 0.3
OC1(c2ccccc2)C/C(=N\n2cnnc2)C=C1c1ccccc1 (configuration not stated) | -1.2% | -4.3% | 17.9% | 5.9% | -11.2 | -0.8 | 8.7 | 11.2% | ? | 0.7
N=c1n(CC(=O)c2ccc([N+](=O)[O-])cc2)c2ccccc2n1Cc1ccccc1Cl | -3.8% | 1.0% | . | -2.3% | -10.3 | 26.0 | 2.5 | 45.1%[activator] | -17.8% | 0.1
CC(=O)c1c(C)[nH]c(C(=O)NCCc2ccc(Cl)cc2)c1C | -2.8% | 14.0% | 0.1% | -6.4% | -11.9 | -7.8 | ? | 2.3% | 16.0% | 5.2
CC(CCc1ccccc1)NC(=O)CSc1nc(N)cc(N)n1 (configuration not stated) | 5.5% | 3.8% | -0.5% | 13.6% | -3.0 | 5.5 | -1.6 | 6.4% | 8.2% | 1.4
CCOc1ccc(C=NNc2ccc(S(=O)(=O)Nc3ccccc3C(=O)O)cc2[N+](=O)[O-])cc1 | -26.9% | . | . | -9.0% | 18.3 | -5.0 | . | . | -0.3% | .
CC(C)Cc1cc(C(=O)N2CCCC(CO)(Cc3ccc(F)cc3)C2)no1 (configuration not stated) | -3.4% | 0.1% | -5.2% | 8.3% | -10.8 | -11.3 | ? | 17.1% | 3.3% | .
CCCCCC1CCC(c2nnc(SCC(C)=O)o2)CC1 (configuration not stated) | 2.1% | 0.2% | -9.4% | -1.0% | 0.5 | -15.6 | 22.9 | -1.8% | 9.7% | 3.4
Cc1csc(=Nc2ccc(S(=O)(=O)N3CCOCC3)cc2)n1Cc1ccco1 | -1.0%&0.5% | 6.6% | 7.6% | -9.5% | 24.9 | -16.6&-6.8 | 2.0 | 0.6% | -18.6%&-29.7% | 2.2
CC1CCN(C(=S)NC(=O)c2cccc([N+](=O)[O-])c2)CC1 | -1.0% | -1.5% | 26.7% | -7.8% | 47.3 | -28.1 | 1.9 | -8.4% | -4.2% | .
O=C(O)c1cnc(-c2ccccc2)nc1Sc1ccc(Cl)cc1Cl | 7.1% | -2.8% | 3.5% | -1.6% | -11.3 | -16.5 | . | -22.7% | 38.5% | 6.5
